Screening results deposited in PubChem by Broad Institute.
Pf Dd2 inh = blocks growth of Plasmodium falciparum Dd2 parasites; AID 1159554; 2.3% of 94,000 active; activity change, % at 10 µM; P. falciparum Dd2 growth, SYBR Green, 72 h; stronger effect = lower value; in the data active = activity change below about -80%; inconclusive = no clear call, values can overlap the other calls
Tcruzi prolif = blocks T. cruzi growth in NIH3T3 culture; T. cruzi beta-gal in NIH3T3, GalScreen luminescence, 90 h; inhibition, % at 8.34 µM; 5.9% of 77,000 active; AID 624255;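 active = mean inhibition above about 93%, with at least 55% of replicates each passing it, limit read from the data, passing the limit was not always enough; inconclusive = only one of those two conditions holds; inactive = neither condition holds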
C diff growth = C. difficile growth inhibition; growth activity, negative = inhibition, % at 16 µg/mL (by protocol); Clostridium difficile clinical isolate growth, OD600, 24 h; stronger effect = lower value; 0.25% of 86,000 active;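 active = mean growth activity at or below -80% and every replicate also at or below -80%; inconclusive = mean at or below -80% but some replicate above -80%; inactive = mean growth activity above -80%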;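 note: 0% = DMSO wells and -100% = levofloxacin 16 µg/mL wells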
KDM4C inh = KDM4C (human) demethylase inhibition; GST-KDM4C 2-372, H3K9me3 peptide, LANCE TR-FRET; inhibition, % at 12.5 µM; 0.15% of 96,000 active; AID 720574;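 active = mean replicate inhibition above about 25%, with at least 55% of replicates also reaching it, limit read from the data, passing the limit was not always enough; inconclusive = only one of those two conditions met; inactive = neither condition met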
Target sequence (Q9H3R0 2-372 limits assumed): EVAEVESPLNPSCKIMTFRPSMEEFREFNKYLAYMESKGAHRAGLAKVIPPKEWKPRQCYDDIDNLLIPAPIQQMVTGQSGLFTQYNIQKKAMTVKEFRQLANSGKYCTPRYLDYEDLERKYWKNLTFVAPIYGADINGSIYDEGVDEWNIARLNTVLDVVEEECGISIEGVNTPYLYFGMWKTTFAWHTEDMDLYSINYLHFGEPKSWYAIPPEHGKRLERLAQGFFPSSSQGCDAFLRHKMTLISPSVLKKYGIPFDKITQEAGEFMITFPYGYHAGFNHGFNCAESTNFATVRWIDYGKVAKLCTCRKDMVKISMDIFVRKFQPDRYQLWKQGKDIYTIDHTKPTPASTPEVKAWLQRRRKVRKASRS
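reagent = H3K9me3 peptide substrate, Fe(II), 2-oxoglutarate | system = GST-tagged GASC-1 (JMJD2C) catalytic fragment, aa 2-372 | amount = enzyme final amount 10 nM | read-out = Fall in 671/618 emission ratio as inhibition | medium = HEPES buffer, pH 7.5, plus ascorbate | schedule = 30 min reaction, 60 min detection, RT | measured by = LANCE TR-FRET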
* marks the source's active call; other numbers are inactive results; ? = inconclusive; / = no result given; & = joins results of further samples.

Each structure is followed by: C diff growth	Tcruzi prolif	KDM4C inh	Pf Dd2 inh
O=C(C[C@@H]1CC[C@@H]2[C@H](COC[C@@H](O)CN2Cc2ccc(Cl)cc2)O1)NCc1ccccc1Cl
→ /	78.1	1.0	-8.9
CNC(=O)C[C@@H]1CC[C@H]2[C@H](COc3ccc(NC(=O)NC(C)C)cc3C(=O)N2C)O1
→ -1.5	13.3	0.2	11.7
COC(=O)C[C@@H]1CC[C@@H]2[C@H](COc3ccc(NS(=O)(=O)c4cccc(F)c4)cc3C(=O)N2C)O1
→ 1.1	36.2	0.2	-7.1
C[C@@H]1CN([C@@H](C)CO)C(=O)Cc2cc(NC(=O)CCC(F)(F)F)ccc2O[C@H]1CN(C)S(=O)(=O)c1ccc(F)cc1
→ -10.8	18.5	-1.1	-4.2
COc1ccc(-c2cn(CC[C@@H]3CC[C@@H](NC(=O)c4cnccn4)[C@@H](CO)O3)nn2)cc1
→ -7.8	-34.0	0.5	-4.4
C[C@H]1CN([C@@H](C)CO)C(=O)c2cc(NC(=O)c3ccncc3)ccc2O[C@H]1CN(C)C
→ -1.3	39.7	7.3	10.5
C[C@H]1CN([C@@H](C)CO)C(=O)c2cc(NC(=O)Cc3ccccc3)ccc2O[C@@H]1CN(C)C(=O)NC1CCCCC1
→ 1.2	-0.4	-5.1	5.3
C[C@@H]1CN([C@H](C)CO)C(=O)c2cc(NS(C)(=O)=O)ccc2O[C@@H]1CN(C)C(=O)Nc1ccc2c(c1)OCO2
→ /	-44.8	0.8	17.1
COc1ccc(CN(C)C[C@@H]2Oc3ccc(NS(=O)(=O)c4ccc(OC)cc4)cc3CC(=O)N([C@H](C)CO)C[C@@H]2C)cc1
→ -4.4	32.2	-2.7	-33.7
O=C(C[C@@H]1CC[C@@H]2[C@H](COC[C@H](O)CN2C(=O)c2ccc(F)cc2)O1)Nc1ccc(-c2ccccc2)cc1
→ 10.4&2.5	57.0	-1.1	-0.3
CC(C)NC(=O)N1CC2(C1)[C@H](c1ccccc1)[C@H](CO)N2Cc1cncnc1
→ 4.8	/	0.6	1.5
COc1ccc(C(=O)Nc2ccc3c(c2)C(=O)N(C)C[C@H](OC)[C@H](C)CN(C)[C@@H](C)CO3)cc1
→ -0.5	-12.7	-1.3	25.3
C[C@H](CO)N1C[C@H](C)[C@@H](CN(C)Cc2ccccc2F)Oc2ncc(Br)cc2C1=O
→ 1.7	1.8	1.4	12.3
O=C(C[C@H]1CC[C@@H]2[C@H](COC[C@@H](O)CN2C(=O)c2cccnc2)O1)Nc1ccc(-c2ccccc2)cc1
→ -1.9&-2.6	-104.8	-0.7	-19.5
C[C@H](CO)N1C[C@H](C)[C@@H](CN(C)Cc2ccc3c(c2)OCO3)Oc2ccc(NC(=O)Nc3cccc4ccccc34)cc2CC1=O
→ 7.9	108.8*	-1.4	-28.7
CO[C@@H]1CN(C)C(=O)c2cc(NC(=O)c3ccccc3F)ccc2OC[C@@H](C)N(C(=O)c2ccccc2F)C[C@H]1C
→ /	?	0.6	-8.1
C[C@@H]1CN([C@@H](C)CO)S(=O)(=O)c2ccc(C#C[C@@H](C)O)cc2O[C@@H]1CN(C)C(=O)c1ccncc1
→ 24.2	-6.2	/	21.7
COCCNC(=O)C[C@H]1C=C[C@H](NC(=O)NC2CCCCC2)[C@H](CO)O1
→ 1.2	/	-0.5	0.3
CCC(=O)N1[C@@H](CO)[C@@H](c2ccccc2)C12CN(C(=O)c1ccc3c(c1)OCO3)C2
→ 0.9	/	-0.5	27.1
Cc1ccccc1S(=O)(=O)N1CCCCN2[C@@H](CO)[C@H](c3ccc(-c4cccc(F)c4)cc3)[C@@H]2C1
→ 47.3	105.9*	-0.4	-9.1
COc1ccc(C#Cc2ccc3c(c2)O[C@H](CN(C)C(C)=O)[C@H](C)CN([C@H](C)CO)S3(=O)=O)cc1
→ -6.3	52.0	-0.9	-63.1
CCCNC(=O)N1[C@H](C#N)[C@H](c2ccccc2-c2cccc(C)c2)[C@@H]1CO
→ 38.4	/	21.4	-10.3
C[C@@H]1CN([C@H](C)CO)C(=O)Cc2cc(NC(=O)Nc3ccc(C(F)(F)F)cc3)ccc2O[C@H]1CN(C)Cc1ccc(Cl)c(Cl)c1
→ -1.8	42.2	3.1	14.9
C[C@@H]1CCCCO[C@H](CN(C)S(=O)(=O)c2ccc(F)cc2)[C@H](C)CN([C@H](C)CO)C(=O)c2cc(NC(=O)CCC(F)(F)F)ccc2O1
→ -7.1	31.3	-0.4	/
CCC(=O)N1C[C@@H](O)COC[C@H]2O[C@H](CC(=O)NCc3cc(F)cc(F)c3)CC[C@@H]21
→ -5.1&-5.8	19.6	-5.2	6.3
COCC(=O)Nc1ccc2c(c1)OC[C@H](C)N(CCc1ccccc1)C[C@H](C)[C@H](OC)CN(C)C2=O
→ /	-5.7	-0.2	-1.0
O=C(Nc1ccc(Cl)cc1)N[C@H]1CC[C@@H](CCn2cc(C3(O)CCCC3)nn2)O[C@H]1CO
→ /	14.7	2.2	4.5
COCC(=O)N1CCCCN2[C@H](CO)[C@@H](c3ccc(-c4ccccc4)cc3)[C@H]2C1
→ -14.1	-25.4	0.8	33.1
C[C@@H]1CN([C@@H](C)CO)C(=O)c2ccccc2-c2ccccc2CO[C@H]1CN(C)S(=O)(=O)c1ccsc1
→ -6.9	-16.1	0.0	1.8
COc1cccc(C#Cc2ccc3c(c2)[C@H]2[C@H](CCN2C(=O)c2ccccc2F)[C@H](CO)N3)c1
→ -2.1	60.1	0.0	-28.3

Rewritten as labelled records: 2 of the compounds above
CO[C@@H]1CN(C)C(=O)c2cc(NC(=O)c3ccccc3F)ccc2OC[C@@H](C)N(C(=O)c2ccccc2F)C[C@H]1C
  C diff growth = / | Tcruzi prolif = ? | KDM4C inh = 0.6 | Pf Dd2 inh = -8.1
C[C@@H]1CN([C@@H](C)CO)S(=O)(=O)c2ccc(C#C[C@@H](C)O)cc2O[C@@H]1CN(C)C(=O)c1ccncc1
  C diff growth = 24.2 | Tcruzi prolif = -6.2 | KDM4C inh = / | Pf Dd2 inh = 21.7

Next section:
Each structure is followed by: C diff growth	Tcruzi prolif	KDM4C inh	Pf Dd2 inh
CCC(=O)N(C)C[C@@H]1Oc2cc(C#C[C@@H](C)O)ccc2S(=O)(=O)N([C@@H](C)CO)C[C@H]1C
→ -1.1	10.4	-0.3	11.0
C[C@@H]1CN([C@H](C)CO)C(=O)c2cc(C#C[C@@H](C)O)cnc2O[C@@H]1CN(C)C(=O)c1ccccc1
→ 2.2	74.4	-1.1	34.7
C[C@H]1CN([C@@H](C)CO)C(=O)Cc2cc(NC(=O)Nc3ccc4c(c3)OCO4)ccc2O[C@@H]1CN(C)S(=O)(=O)c1cccs1
→ -8.0	-11.6	-0.6	-8.5
COc1ccc(CN(C)C[C@H]2Oc3ccc(NS(=O)(=O)c4ccc(F)cc4)cc3CC(=O)N([C@H](C)CO)C[C@@H]2C)cc1
→ 2.1	/	-0.7	-4.0
C[C@H](CO)N1C[C@H](C)[C@H](CN(C)S(=O)(=O)c2ccc(F)cc2)OCCCC[C@H](C)Oc2ccc(NC(=O)CCCN(C)C)cc2C1=O
→ -4.6	-23.4	2.9	-27.4
CN1C(=O)c2cc(NC(=O)c3ccc4c(c3)OCO4)ccc2OC[C@@H]2O[C@@H](CC(=O)O)CC[C@H]21
→ 4.8	21.8	-4.8	26.1
CCNC(=O)[C@H]1[C@H](CO)[C@H]2Cn3c(ccc(-c4ccc(F)cc4)c3=O)[C@@H]1N2C(=O)c1ccccn1
→ 1.4	-54.7	-0.3	/
C[C@@H]1CCCCO[C@@H](CN(C)Cc2ccc(C(=O)O)cc2)[C@@H](C)CN([C@H](C)CO)C(=O)c2cc(NS(=O)(=O)c3cccs3)ccc2O1
→ -5.8	-1.4	-0.5	26.0
C[C@H](CO)N1C[C@H](C)[C@@H](CN(C)Cc2cncnc2)Oc2cc(-c3ccncc3)ccc2S1(=O)=O
→ 1.4	100.5*	12.7	13.5
COc1ccc(S(=O)(=O)N(C)C[C@@H]2Oc3c(NC(=O)Nc4ccc(F)cc4)cccc3C(=O)N([C@@H](C)CO)C[C@H]2C)cc1
→ -7.8	9.9	1.9	-47.8
Cc1ccc(S(=O)(=O)N[C@@H]2CC[C@@H](CCNC(=O)C3CCCC3)O[C@H]2CO)cc1
→ -1.8	/	2.5	2.0
COCC#Cc1cnc2c(c1)C(=O)N([C@@H](C)CO)C[C@@H](C)[C@H](CN(C)C(=O)C1CCCCC1)O2
→ -0.5	/	-0.2	19.4
C[C@@H]1CN([C@H](C)CO)C(=O)c2cc(-c3ccccc3)cnc2O[C@@H]1CN(C)C(=O)NC1CCCC1
→ -7.0	-144.5	1.1	-7.2
COc1ccccc1-c1ccc2c(c1)O[C@@H](CN(C)S(=O)(=O)c1ccc(C)cc1)[C@@H](C)CN([C@@H](C)CO)S2(=O)=O
→ 12.4	127.0*	0.2	-54.3
COc1ccc(S(=O)(=O)Nc2cccc3c2O[C@@H](CN(C)S(=O)(=O)c2ccc(OC)cc2)[C@@H](C)CN([C@H](C)CO)C3=O)cc1
→ -6.3	/	1.5	8.8
Cc1noc(C)c1S(=O)(=O)Nc1ccc2c(c1)CC(=O)N([C@H](C)CO)C[C@H](C)[C@@H](CN(C)S(=O)(=O)c1cn(C)cn1)O2
→ 3.1	46.5	-0.8	10.1
C[C@@H]1CN([C@@H](C)CO)C(=O)c2cccc(NC(=O)c3nc4ccccc4s3)c2O[C@H]1CN(C)S(=O)(=O)c1ccc(F)cc1
→ -5.1	69.2	-2.2	-53.5
C[C@H](NC(=O)C[C@@H]1CC[C@@H]2[C@H](COC[C@@H](O)CN2C(=O)Nc2cccc(Cl)c2)O1)c1ccccc1
→ 30.1&-11.9	28.2	1.2	0.2
C[C@@H]1CCCCO[C@H](CN(C)Cc2ccc3c(c2)OCO3)[C@H](C)CN([C@@H](C)CO)C(=O)c2cc(NC(=O)c3ccccc3)ccc2O1
→ 3.3	/	/	-46.5
COc1ccc(S(=O)(=O)N(C)C[C@H]2OCCCC[C@@H](C)Oc3ccc(NS(=O)(=O)c4cn(C)cn4)cc3C(=O)N([C@H](C)CO)C[C@@H]2C)cc1
→ 1.6	59.5	0.0	-43.9
COc1cccc(NC(=O)C[C@H]2CC[C@@H]3[C@@H](COc4ccc(NC(C)=O)cc4C(=O)N3C)O2)c1
→ -7.5	75.9	2.2	-19.4
CC(C)C#Cc1ccc([C@H]2[C@@H](C#N)N(C(=O)c3ccccn3)[C@@H]2CO)cc1
→ 6.4	?	1.5	-21.7
COCC(=O)Nc1ccc2c(c1)C(=O)N(C)C[C@@H](OC)[C@H](C)CN[C@@H](C)CO2
→ 1.2	-51.4	-0.2	8.8
COc1cccc(CN2[C@H](CO)[C@@H]3c4ccccc4N(C(=O)c4cccnc4)C[C@@H]32)c1
→ -2.8	11.7	1.0	-22.1
COc1cccc(S(=O)(=O)N2C[C@@H](O)COC[C@H]3O[C@@H](CC(=O)NCCCN4CCOCC4)CC[C@@H]32)c1
→ -9.1&-11.8	-0.6	-2.5	/
CN(C)C(=O)c1ccc(-c2ccc3c(c2)[C@H]2[C@H](CCN2C(=O)c2ccccn2)[C@H](CO)N3)cc1
→ -12.5	82.3	0.5	-9.3
C[C@H]1CN([C@@H](C)CO)C(=O)c2cccc(NC(=O)C3CCOCC3)c2O[C@H]1CN(C)Cc1ccccc1
→ 1.5	3.2	0.2	31.1
COc1ccccc1C#Cc1ccc([C@H]2[C@@H](CO)N(C(=O)C3CCCCC3)[C@H]2C#N)cc1
→ -2.6	83.1	-2.3	-90.9*
COc1ccc(S(=O)(=O)N2C[C@H](O)COC[C@H]3O[C@@H](CC(=O)NCc4ccc(Cl)c(Cl)c4)CC[C@@H]32)cc1
→ 6.7&-9.6	98.1*	-0.9	4.3
C[C@H]1CN([C@@H](C)CO)C(=O)Cc2cc(NC(=O)Cn3cnnn3)ccc2O[C@@H]1CN(C)S(=O)(=O)c1cn(C)cn1
→ 0.6	-12.0	0.8	32.4

An excerpt from above in order of the Pf Dd2 inh value, descending.
mol	Pf Dd2 inh
C[C@H](CO)N1C[C@H](C)[C@@H](CN(C)Cc2cncnc2)Oc2cc(-c3ccncc3)ccc2S1(=O)=O	13.5
CC(C)NC(=O)N1CC2(C1)[C@H](c1ccccc1)[C@H](CO)N2Cc1cncnc1	1.5
COC(=O)C[C@@H]1CC[C@@H]2[C@H](COc3ccc(NS(=O)(=O)c4cccc(F)c4)cc3C(=O)N2C)O1	-7.1
COc1cccc(NC(=O)C[C@H]2CC[C@@H]3[C@@H](COc4ccc(NC(C)=O)cc4C(=O)N3C)O2)c1	-19.4
